From PubChem
MEKK3 PB1 HTS – raises or lowers MEK5 binding to the human MEKK3 PB1 domain. Q99759. AID 1529. binding response (% of control), % at 10 µM. 1.4% of 290,000 active. bead-based flow cytometry, Alexa488-MEK5 binding to MEKK3; actives lie on both sides; 0 = blocked by unlabeled MEK5, 100 = vehicle;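 active = binding response more than 3 SD above or below the average of its plate-row segment, actives on both sides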;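 note: Alexa488 bead fluorescence after subtracting the streptavidin-only scavenger bead signal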
Target sequence (Q99759 whole entry, looked up, the tested form may be a part): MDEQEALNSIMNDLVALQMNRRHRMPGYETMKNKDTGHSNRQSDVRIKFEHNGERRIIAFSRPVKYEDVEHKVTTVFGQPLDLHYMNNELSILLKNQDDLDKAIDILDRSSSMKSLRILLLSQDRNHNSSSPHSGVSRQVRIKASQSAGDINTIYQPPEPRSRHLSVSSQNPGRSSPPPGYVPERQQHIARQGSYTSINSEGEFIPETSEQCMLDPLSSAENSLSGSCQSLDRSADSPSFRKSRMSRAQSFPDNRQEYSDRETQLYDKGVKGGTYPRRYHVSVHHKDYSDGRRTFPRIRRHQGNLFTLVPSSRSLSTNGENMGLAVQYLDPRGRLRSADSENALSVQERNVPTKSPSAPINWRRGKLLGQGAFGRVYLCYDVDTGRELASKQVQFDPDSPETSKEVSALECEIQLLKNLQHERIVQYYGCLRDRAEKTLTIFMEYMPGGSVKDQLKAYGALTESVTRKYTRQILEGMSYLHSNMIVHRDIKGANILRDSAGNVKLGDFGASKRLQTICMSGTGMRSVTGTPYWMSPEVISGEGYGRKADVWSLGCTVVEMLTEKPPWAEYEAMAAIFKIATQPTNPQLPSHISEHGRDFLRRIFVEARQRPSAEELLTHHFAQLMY
pCIP destab – compounds decreasing mouse p/CIP protein stability. F442A p/CIP-EGFP cells, EGFP fluorescence, 16 h. AID 1984. 0.01% of 290,000 active. decrease of EGFP signal, % at 10 µM;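 active = EGFP signal decrease of at least 30% at 10 µM or well 3 SD below plate mean, unless failing retest; inactive = the rest, including hits failing retest or dose response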; note: some compounds called inactive have numbers as strong as hits; many of its hits are not listed in these tables
MEKK2wt PB1 HTS – raises or lowers MEK5 binding to wildtype human MEKK2 PB1 domain. Q9Y2U5. bead flow cytometry, Alexa488-MEK5 binding to MEKK2 WT; actives lie on both sides. binding response (% of control), % at 10 µM. 1.1% of 290,000 active. AID 1531; in the data active = binding response below about 67% or above about 130%
IDE inh – cellular human IDE inhibition; P14735; HEK cells, FAbetaB cleavage, fluorescence polarization; inhibition, % at 5.59 µM; 0.41% of 320,000 active; AID 434962;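 active = percent inhibition above the average of all tested compounds plus 3 SD, set per screening campaign, cut at about 16% in these data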;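 note: IDE supplied by intact live HEK cells; FP after avidin binding of uncleaved biotin substrate so inhibition keeps polarization high; 0% = DMSO wells and 100% = 60 µM reference IDE inhibitor Ii1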
PfM18AAP inh – blocks P. falciparum M18 aspartyl aminopeptidase; 1.2% of 290,000 active; recombinant PfM18AAP, H-Glu-NHMec fluorogenic cleavage; inhibition, % at 7.35 µM;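 active = inhibition above the campaign mean inhibition over all tested compounds plus 3 SD, cut at about 28% in these data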;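 note: 0% = plate median of test compound wells and 100% = 2 mM ZnCl2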
MEKK2 mut-MEK5 – signal of MEK5 binding to mutant human MEKK2 PB1 domain. bead flow cytometry, Alexa488-MEK5 binding to MEKK2 mutant. percent response, % at 10 µM. 0.35% of 290,000 active. AID 1530; in the data active = percent response above about 24%, passing the limit was not always enough; note: inactives centre near 1; some results filed as inactive read as strong as hits; reference of the scale not given here
UBC9 SUMO inh – blocks human SUMOylation mediated by UBC9; HTRF SUMOylation assay, SAE1/SAE2 + UBC9, in vitro; inhibition, % at 35 µM; 0.36% of 290,000 active; AID 2006; in the data active = inhibition above about 50%, passing the limit was not always enough; note: strong numbers were not always called active
Target sequence (P63279 whole entry, looked up): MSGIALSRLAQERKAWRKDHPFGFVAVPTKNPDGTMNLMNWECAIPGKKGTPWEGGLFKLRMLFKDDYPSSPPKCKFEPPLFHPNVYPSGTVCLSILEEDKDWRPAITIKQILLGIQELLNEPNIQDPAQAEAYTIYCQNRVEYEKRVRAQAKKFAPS
IDE cell activ – boosts human insulin-degrading enzyme activity in HEK cells | P14735 | FAbeta-B cleavage, fluorescence polarization; 0% vehicle, 100% cell-free pure enzyme wells | activation, % at 5.96 µM | 0.073% of 340,000 active | AID 493087;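 active = activation above the mean of all tested compounds plus 3 SD, set per screening campaign, cut at about 17% in these data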
NALP1 yeast inh – inhibitors of NALP1 inflammasome in yeast. S. cerevisiae NALP1/ASC/caspase-1 growth, X-gal OD620, 72 h. inhibition, % at 10 µM. 0.61% of 280,000 active; in the data active = inhibition mostly above about 24%, no sharp cut-off; inactive = mostly below about 32%; note: some compounds called inactive have numbers as strong as hits
Numbers without * were called inactive; . = not tested or not shown. A portion of the library, so the mix of outcomes need not match the whole.

pCIP destab,PfM18AAP inh,IDE inh,MEKK2 mut-MEK5,NALP1 yeast inh,UBC9 SUMO inh,MEKK2wt PB1 HTS,IDE cell activ,Compound,MEKK3 PB1 HTS
10,-12,3,3,1,-14,96,3,Cn1c(=O)cc(SCC(=O)NCc2ccc(F)cc2)c2ccccc21,98
-14,-1,0,12,-1,16,110,1,COc1ccccc1N(CC(=O)NC1CCCCC1)C(=O)CCC(=O)Nc1ccccn1,114
-2,-6,1,1,16,12,97,3,O=C(NC1CC1)c1sc2ccccc2c1Cl,98
1,-7,1,4,-4,-14,113,-2,Cc1cc(C)nc(NC(=O)/C=C/c2cccs2)c1,105
-2,-24,0,5,8,18,107,0,COc1ccc(N2C(=O)CC(NC34CC5CC(CC(C5)C3)C4)C2=O)c(OC)c1 (stereo not given),106
4,0,0,-3,-16,10,94,3,COc1cc(/C=C2\SC(=O)N(CCNC(=O)c3sc4cc(F)ccc4c3Cl)C2=O)cc(OC)c1OC,97
2,-3,-1,-4,30,-3,102,1,CCN(CC)S(=O)(=O)c1cccc(NC(=O)c2ccc(-n3nc(C)cc3C)cc2)c1,106
5,11,6,0,-8,15,101,2,C=CCN1C(=O)/C(=C2/Sc3ccc(OC)cc3N2C)SC1=NCc1ccccc1,96
7,5,-6,-1,15,-16,99,2,Cc1nonc1C(=O)N/N=C/c1ccc(O)cc1,100
-13,-3,-1,0,7,.,95,1,Cc1cc(CN(C)C(=O)c2ccc(OC3CCN(S(=O)(=O)N(C)C)CC3)cc2)n[nH]1,95
-20,-10,-1,-2,8,13,94,3,CCOc1ccc(NC(=S)N2CCC(N(C)CC3CCCO3)CC2)cc1 (stereo not given),100
0,-13,.,2,18,-1,101,8,Cc1cc(S(=O)(=O)N2CCN(c3ccccn3)CC2)ccc1F,98
0,4,.,4,7,21,98,-3,COc1ccc(-c2nc3c(s2)CN(S(C)(=O)=O)CC3)cc1OC,100
-8,-4,2,4,-5,-9,102,-1,CN(Cc1ccco1)C(=O)C1CCC(=O)N1Cc1ccc(F)cc1 (stereo not given),100
6,0,1,11,20,-5,118,-4,COc1ccc(OCc2nc3ccc(S(=O)(=O)Nc4ccccc4Cl)cc3[nH]2)cc1,105
-4,15,-1,-1,28,4,105,4,C/C(=N\NC(=O)c1ccncc1)c1cc2ccccc2oc1=O,110
-5,1,2,4,3,1,100,3,CCn1c(CNc2ccc(OC)cc2)nnc1SCC(=O)c1ccc(OC)cc1,100
0,-4,-4,-10,9,14,86,0,CN(C)CCCC1(O)c2ccccc2CCc2ccccc21,89
-15,-15,3,-6,-12,0,100,4,O=C(NCc1ccccc1)c1ccc(Cn2cc(C(F)(F)F)ccc2=O)cc1,100
-1,-8,-1,-3,26,26,99,-5,CCOC(=O)c1ccc(NC(=S)Nc2ccc3[nH]c(=O)[nH]c3c2)cc1,100
-4,-3,4,12,35,-3,113,0,COc1ccccc1C(=O)N1CCNC(=O)C1CC(=O)Nc1ccc(Cl)cc1 (stereo not given),111
-7,1,0,-5,-5,3,90,.,NNC(=O)c1csc(-c2ncc(C(F)(F)F)cc2Cl)n1,95
-1,0,0,-3,8,-3,100,5,COc1cc(OC)cc(C(=O)N2CCCC(c3nc(-c4ccc(C)o4)no3)C2)c1 (stereo not given),101
-12,-5,-1,27*,21,19,117,2,COc1ccc(CCNC(=O)CCc2cn(C)c3ccccc23)c(OC)c1OC,120
-5,0,9,-3,18,-1,93,8,COc1ccc(C2C(C#N)=C(N)Oc3c2c(-c2ccccc2)nn3-c2ccccc2)c(OC)c1OC (stereo not given),96

3 compounds from above, ordered by their value in UBC9 SUMO inh, largest number first:
Compound	pCIP destab	PfM18AAP inh	IDE inh	MEKK2 mut-MEK5	NALP1 yeast inh	UBC9 SUMO inh	MEKK2wt PB1 HTS	IDE cell activ	MEKK3 PB1 HTS
C=CCN1C(=O)/C(=C2/Sc3ccc(OC)cc3N2C)SC1=NCc1ccccc1	5	11	6	0	-8	15	101	2	96
CCOc1ccc(NC(=S)N2CCC(N(C)CC3CCCO3)CC2)cc1 (stereo not given)	-20	-10	-1	-2	8	13	94	3	100
Cc1cc(S(=O)(=O)N2CCN(c3ccccn3)CC2)ccc1F	0	-13	.	2	18	-1	101	8	98

More structures:
pCIP destab,PfM18AAP inh,IDE inh,MEKK2 mut-MEK5,NALP1 yeast inh,UBC9 SUMO inh,MEKK2wt PB1 HTS,IDE cell activ,Compound,MEKK3 PB1 HTS
5,0,7,-5,-5,16,98,-5,CCCCSCc1nc2ccccn2c1Br,104
-6,13,6,5,10,12,104,5,NS(=O)(=O)c1ccc(NCc2ccccc2OCc2ccc(F)cc2)cc1,107
-13,-1,-5,6,15,1,108,3,O=C(CN(CCc1ccccc1)C(=O)CN1C(=O)COc2ccccc21)NCc1ccco1,108
-1,-5,-1,4,24,14,100,3,COc1ccc(-n2nc(C(=O)NCC(=O)N3CCN(c4ccccn4)CC3)c3ccccc3c2=O)cc1Cl,104
-15,-3,0,-6,7,-10,124,2,O=C(C[n+]1cc(-c2ccccc2)n2c1CCCCC2)c1ccc(Br)cc1,99
-5,-2,-9,-1,-10,-5,96,-9,COc1ccccc1C1CC(=O)Nc2cc3c(cc21)OCCO3 (stereo not given),96
-3,-14,-3,1,3,13,110,6,Cc1cccc(NC(=O)Nc2nnc(-c3ccccc3)o2)c1,116
-642,-1,.,-1,19,22,70,.,CCOC(=O)CC1C(=O)NCCN1c1nc2c(C)cccn2c(=O)c1/C=C1\SC(=S)N(CC(C)C)C1=O (stereo not given),97
2,5,1,6,-1,-1,106,6,CCNC(=S)Nc1cccc(S(=O)(=O)NC2=NCCC2)c1,101
-10,4,0,3,23,-7,102,1,Cc1ccc(S(=O)(=O)N(C)/N=C/c2ccc(N(C)C)cc2)cc1,104
-21,.,0,6,0,14,100,.,CCCc1nnc(NC(=O)c2c(O)c3cccc4c3n(c2=O)CCC4)s1,95
-11,-14,-3,1,-4,1,100,-6,COc1cc(-c2nnc(COC(=O)c3cc(C)nc4ccc(C)cc34)o2)cc(OC)c1OC,104
-4,3,7,-1,-1,-4,104,-4,CCc1ccc2nc(N3CCN(C(=O)C(C)(C)C)CC3)sc2c1,103
1,8,-1,-14,6,7,88,8,CCSC(=O)CCCCCCCCCCCO,82
-2,1,-8,-2,15,-14,96,6,CCc1ccc(-c2cc(C)no2)cc1S(=O)(=O)N1CCN(c2cc(C)ccc2C)CC1,103
5,-4,2,3,40,-19,120,2,Cc1ccc(Nc2ccc(NCc3ccccc3)nn2)cc1C,103
-8,-10,-3,0,-22,16,99,-6,CC(C)CCNC(=O)C1CCC(CNS(=O)(=O)c2cccc3nsnc23)CC1 (stereo not given),100
2,1,-2,4,-4,24,103,-3,CCOC(=O)CSc1n[nH]c(NC(=O)c2cccc(C)c2)n1,98
6,-2,3,4,10,-15,101,7,COCC(=O)N1CCCC(C(=O)c2ccc(C(F)(F)F)cc2)C1 (stereo not given),102
-16,-9,-6,2,2,-6,103,-1,Cc1ccc(S(=O)(=O)N2CCN(Cc3nc4sc(C)c(C)c4c(=O)[nH]3)CC2)cc1,101
-9,-2,-11,-5,-11,-1,91,7,O=C(O)c1ccc(NC(=S)NC(NC(=O)c2ccco2)C(Cl)(Cl)Cl)cc1 (stereo not given),99
-2,-2,3,6,13,-8,103,3,COC(=O)C(C)Oc1ccc(Cc2ncc(C(F)(F)F)cc2Cl)cc1 (stereo not given),100
4,-3,-4,5,.,1,113,1,Cc1cc(C)cc(OCC(=O)N/N=C/c2ccncc2)c1,105
5,.,5,5,12,-25,90,-5,C=CCNC(=O)c1onc(CSc2ccncc2)c1C(=O)NCC=C,89
-4,-11,-3,16,32,5,116,-2,O=C(Nc1ccc(OC(F)F)c(Cl)c1)[C@@H]1CCCN1C(=O)c1cccs1,99
-10,3,4,3,-17,19,102,3,O=[N+]([O-])c1ccc2c(c1)nc1n2CCN(CC2CCCO2)C1 (stereo not given),102
-1,-2,1,0,.,-15,98,5,COc1ccc(Cn2nnnc2C(C(C)C)N2CCc3ccccc32)cc1 (stereo not given),102
12,-14,0,-2,-14,12,93,-3,Cc1cccc(C)c1NC(=O)COC(=O)c1ccc2c(c1)OCO2,101
-5,6,-1,3,16,-15,111,-1,CN(C)C(CNc1ccc(C(F)(F)F)cc1[N+](=O)[O-])c1ccccc1 (stereo not given),102
-7,-8,5,25*,20,38,113,-3,c1ccc(-n2ncc3c(NCCN4CCCCC4)ncnc32)cc1,104
-10,-2,-2,-11,-15,13,90,1,O=C(CN1C(=O)C(=O)c2ccccc21)OCN1C(=O)c2ccccc2C1=O,89
6,-17,1,-3,6,6,96,0,Cc1sc2nc(CN3CCOCC3)nc(NS(=O)(=O)c3ccc4c(c3)OCCO4)c2c1C,96
-8,6,2,3,-7,-2,105,7,O=C(NCc1nc2ccccc2[nH]1)C1=C[C@@H](c2ccccc2)C[C@@H](OCCCCO)O1,99
-6,-9,8,-3,-17,7,96,5,COc1ccc(NC(=O)c2cnc3sccn3c2=O)cc1,103
3,30*,7,1,-2,-4,101,-1,CC(C)(CCC(=S)N1CCOCC1)C1CCCCC1,104
2,-9,7,-1,0,-10,104,9,CC(C(=O)Nc1ccc(S(N)(=O)=O)cc1)N1CCc2ccccc21 (stereo not given),116
2,1,6,11,3,-11,122,0,CCOc1ccc(C(=O)NC(Cc2ccccc2)C(=O)OC)cc1 (stereo not given),116
-6,-5,0,1,-10,11,101,4,CCOC(=O)CN1c2ccccc2NC(=O)CC1C (stereo not given),102
-11,.,4,-2,0,5,96,-1,COc1ccc(C2/C=C\CNCC(=O)N2Cc2ccc(F)cc2)cc1 (stereo not given),94
